Bioassay records as filed in PubChem.
OXTR agonist – human OXTR agonism; 320,000 tested, 0.32% active; CHO-OTR cells, Fluo-8 calcium fluorescence; normalized: DMSO 0%, oxytocin 100%; activation, % at 3 µM; P30559;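 active = activation above the mean of all tested compounds plus 3 SD, cutoff set per screening run, cut at about 20% in these data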;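 note: peak over basal fluorescence ratio from a 100 s FLIPR kinetic read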
Target sequence (P30559 whole entry, looked up): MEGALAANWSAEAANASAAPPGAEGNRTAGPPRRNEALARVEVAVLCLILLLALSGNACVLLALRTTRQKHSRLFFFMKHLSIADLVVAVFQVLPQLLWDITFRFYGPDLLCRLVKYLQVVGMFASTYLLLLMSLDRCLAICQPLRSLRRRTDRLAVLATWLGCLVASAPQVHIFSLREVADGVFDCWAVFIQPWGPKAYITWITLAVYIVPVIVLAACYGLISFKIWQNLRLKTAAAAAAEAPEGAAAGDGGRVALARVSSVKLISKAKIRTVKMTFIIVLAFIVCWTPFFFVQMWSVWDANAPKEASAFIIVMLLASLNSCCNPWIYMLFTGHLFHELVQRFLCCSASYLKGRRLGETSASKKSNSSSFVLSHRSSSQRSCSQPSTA
MEKK2wt PB1 HTS – raises or lowers MEK5 binding to wildtype human MEKK2 PB1 domain; bead flow cytometry, Alexa488-MEK5 binding to MEKK2 WT; actives lie on both sides; binding response (% of control), % at 10 µM; 290,000 tested, 1.1% active; AID 1531; in the data active = binding response below about 67% or above about 130%; inconclusive = no clear call, values can overlap the other calls; inactive = in between
V1aR counter – counter-screen for oxytocin receptor agonists: human V1a receptor agonists. CHO-V1R cells, Fluo-8 calcium fluorescence, agonist mode; 0% DMSO, 100% 3 nM vasopressin. activation, % at 3 µM. 320,000 tested, 0.25% active. AID 2797;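 active = activation above the mean activation of all tested compounds plus 3 SD, per screening run, cut at about 20% in these data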;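 note: signal is peak over basal fluorescence ratio across a 100 second FLIPR read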
NALP1 inh – NALP1 inhibition. S. cerevisiae NALP1/ASC/caspase-1 growth, X-gal OD620, 72 h. inhibition, % at 10 µM. 280,000 tested, 0.61% active. AID 2071; in the data active = inhibition mostly above about 24%, no sharp cut-off; inactive = mostly below about 32%; note: some compounds called inactive have numbers as strong as hits
M18AAP inhibitor – PfM18AAP enzyme inhibition; recombinant PfM18AAP, H-Glu-NHMec fluorogenic cleavage; inhibition, % at 7.35 µM; 290,000 tested, 1.2% active;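 active = inhibition above the campaign mean inhibition over all tested compounds plus 3 SD, cut at about 28% in these data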;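 note: 0% = plate median of test compound wells and 100% = 2 mM ZnCl2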
MEKK2 mut-MEK5 – signal of MEK5 binding to mutant human MEKK2 PB1 domain. bead flow cytometry, Alexa488-MEK5 binding to MEKK2 mutant. AID 1530. 290,000 tested, 0.35% active. percent response, % at 10 µM; in the data active = percent response above about 24%, passing the limit was not always enough; note: inactives centre near 1; some results filed as inactive read as strong as hits; reference of the scale not given here
GPR7 antag – human neuropeptides B/W receptor 1 antagonism | GPR7-expressing cells, fluorescence antagonist assay | 290,000 tested, 1.1% active | inhibition, % at 4.4 µM | P48145; in the data active = inhibition above about 16%, passing the limit was not always enough;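 note: cells stimulated with the agonist NPW; 0% = agonist with vehicle and 100% = vehicle without agonist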
Target sequence (P48145 whole entry, looked up): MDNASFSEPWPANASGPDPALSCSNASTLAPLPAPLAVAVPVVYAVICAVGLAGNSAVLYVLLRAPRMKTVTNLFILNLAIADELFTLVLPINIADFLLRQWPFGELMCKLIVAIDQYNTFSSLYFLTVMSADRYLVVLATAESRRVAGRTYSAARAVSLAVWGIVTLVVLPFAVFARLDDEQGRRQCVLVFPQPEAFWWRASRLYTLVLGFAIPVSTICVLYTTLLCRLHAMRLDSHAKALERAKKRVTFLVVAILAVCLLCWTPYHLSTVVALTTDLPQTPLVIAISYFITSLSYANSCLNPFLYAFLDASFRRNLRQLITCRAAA
OXTR potentiate – potentiates the human oxytocin receptor response | CHO-OTR cells, Fluo-8 calcium fluorescence, potentiator mode; 0% = oxytocin EC15, 100% = EC100 | AID 2445 | 320,000 tested, 0.061% active | P30559 | activation, % at 3 µM;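 active = activation above that plate's cutoff, the mean activation of tested compounds plus 3 SD, cut at about 6.6% in these data, passing the limit was not always enough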;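 note: 100% uses oxytocin at 75 nM as the full agonist control; some results filed as inactive read as strong as hits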
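Assay system: CHO-OTR cells, human receptor / Also added: oxytocin at about EC15, sub-maximal agonist stimulus / Dosing: single dose, 3.0 µM nominal final compound concentration / Incubation: 6 min pre-incubation, 100 s read / Technique: Fluo-8 calcium dye fluorescence / Read-out: % activation vs EC15 and EC100 oxytocin / Benchmarks: EC15 oxytocin low, 75 nM oxytocin high / Replicates: singlicate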
GalR3 antagonist – antagonists of human GalR3; 360,000 tested, 0.44% active; AID 651719; O60755; inhibition, % at 3 µM; HEK293 GalR3-CNG cAMP membrane potential fluorescence; galR3 body fused to GalR1 C-terminus;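 active = inhibition above the screen-wide average plus 3 SD, cut at about 13% in these data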;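 note: forskolin and galanin both at EC90 stimulate the cells; cAMP rise reported by CNG channel membrane potential dye signal; 0% = forskolin plus galanin with DMSO and 100% = forskolin alone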
Target sequence (O60755 1-299 limits assumed): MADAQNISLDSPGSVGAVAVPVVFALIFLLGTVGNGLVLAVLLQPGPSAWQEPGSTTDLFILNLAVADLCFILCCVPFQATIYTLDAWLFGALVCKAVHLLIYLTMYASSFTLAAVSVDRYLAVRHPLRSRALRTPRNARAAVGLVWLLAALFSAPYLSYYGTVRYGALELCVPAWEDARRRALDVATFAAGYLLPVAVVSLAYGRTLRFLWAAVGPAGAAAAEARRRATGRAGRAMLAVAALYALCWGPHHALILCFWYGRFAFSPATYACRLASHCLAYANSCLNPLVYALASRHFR
* hit, by the source's call; ? = inconclusive; / = no result given.

SMILES | OXTR agonist | MEKK2wt PB1 HTS | V1aR counter | NALP1 inh | M18AAP inhibitor | MEKK2 mut-MEK5 | GPR7 antag | OXTR potentiate | GalR3 antagonist
COc1ccc(C(O)(CCC(C)C)C(CN2CCOCC2)c2ccc(Cl)cc2)cc1 (stereo not drawn) | 0.8 | 102.0 | -0.3 | 26.4 | 0.6 | 4.0 | 4.2 | 0.2 | -13.1
O=C(O)CNC(=S)NCc1ccccc1 | 0.0 | 103.0 | 0.1 | -16.6 | -2.3 | 0.0 | -17.0 | -19.8 | 4.2
O=Cc1ccc(-c2ccccc2C(=O)O)o1 | 0.3 | 99.0 | 0.4 | -4.7 | 1.9 | 2.0 | 0.7 | -0.8 | -1.2
O=C1COc2ccc(C(=O)COC(=O)c3ccco3)cc2N1 | 2.3 | 98.0 | 1.8 | / | -1.4 | -4.0 | -8.1 | 1.7 | 5.2
Cc1ccccc1NS(=O)(=O)c1ccc(C(=O)NCCCN2CCCC2=O)cc1 | 0.1 | / | -0.8 | / | / | / | / | -3.9 | -4.3
Cc1cc(CSc2ccccc2)ccc1NC(=O)c1ccc(Cl)c([N+](=O)[O-])c1 | -0.3 | 101.0 | 0.0 | 5.9 | -7.4 | 1.0 | 1.6 | -13.6 | -1.1
COc1ccc(CNC(=O)Cn2c(=O)n(CC(=O)N3CCCCC3)c(=O)c3sccc32)cc1 | 0.5 | 98.0 | 1.4 | -9.2 | 9.8 | 0.0 | -9.4 | -2.0 | -8.2
NC(=O)Cn1cc(C(=O)C(=O)N2CCOCC2)c2ccccc21 | -0.5 | 98.0 | 0.4 | 3.7 | -3.9 | -6.0 | 3.8 | -6.9 | -1.0
O=C(CCCSc1ccccc1)Nc1ccc(Cl)c(S(=O)(=O)N2CCOCC2)c1 | 8.3 | / | 8.3 | / | / | / | / | -12.4 | -4.9
CC(C)C(=O)N1c2ccccc2NC2=C(C(=O)CCC2)C1c1ccc(N(C)C)cc1 (stereo not drawn) | -0.6 | 128.0 | -0.9 | -9.2 | 9.4 | 8.0 | -8.7 | -3.2 | -4.5
O=C(CSc1nnnn1-c1ccccc1)Nc1nsc(-c2ccccc2)n1 | 0.2 | 118.0 | 0.6 | 19.1 | -6.7 | 9.0 | 13.3 | -7.2 | -7.1
C/C(=N\OC(=O)c1ccc(Cl)c(Cl)c1)c1sc(C)nc1C | 2.9 | 101.0 | 2.9 | -1.0 | 6.0 | 4.0 | 1.9 | -8.5 | -2.8
COc1ccc(S(=O)(=O)N(C)c2ccc(C(=O)NCCC(C)C)cc2)cc1 | 3.3 | 98.0 | 1.1 | 13.3 | 8.3 | 1.0 | -2.2 | -1.5 | -7.0
CCCCOc1cccc(C(=O)Nc2ccc(S(=O)(=O)Nc3cc(C)on3)cc2)c1 | -1.6 | 97.0 | -0.4 | 4.1 | 6.3 | -1.0 | -5.3 | -8.1 | -5.1
COC(=O)c1ccc(CSc2nc3ccccc3s2)o1 | -2.6 | 81.0 | -0.9 | 42.7 | 2.9 | -16.0 | -16.4 | -5.2 | -7.0
O=C(CCCc1nc2ccccc2s1)N1CCN(S(=O)(=O)c2cccs2)CC1 | 9.8 | 103.0 | 7.3 | -10.1 | -18.2 | 5.0 | -13.2 | -8.0 | -4.9
COc1ccccc1-c1nnc2sc(COc3ccc(Cl)cc3Cl)nn12 | 0.7 | 104.0 | 1.6 | 0.2 | -1.4 | 3.0 | 5.7 | -3.5 | -6.0
O=C(c1cccc(Br)c1)c1conc1C(=O)c1ccco1 | -1.1 | 105.0 | -0.5 | 26.9 | 8.8 | 3.0 | -7.7 | -7.9 | -2.5
CCCn1c(SCC(=O)Nc2cccc(C)n2)nnc1C(C)C | 0.2 | 92.0 | 0.7 | -0.5 | -2.2 | -4.0 | 1.4 | -5.1 | -6.4
COCc1ccc(C(=O)N2CCCC(N(C)CCc3ccc(OC)c(OC)c3)C2)s1 (stereo not drawn) | 1.0 | 102.0 | -0.7 | 4.2 | 2.4 | 5.0 | -6.9 | -4.6 | -3.6
Cn1c(-c2ccccc2)nc2cnccc21 | 0.1 | 101.0 | 0.1 | 6.1 | 1.3 | -6.0 | 4.0 | 5.9 | -1.3
CC1(C)CC(=O)C(C2=NC(C)(C)Cc3ccccc32)=C(O)C1 | 1.1 | 106.0 | 0.5 | -8.2 | -2.8 | 6.0 | -6.1 | -3.5 | -1.4
COc1ccc(NC(=S)N2CCN(c3ccccn3)CC2)cc1OC | 1.5 | 104.0 | 0.3 | 8.9 | 12.8 | 6.0 | -2.1 | -8.4 | -1.6
CC(C)CCNC(=O)CCn1nc(-c2ccc(Cl)cc2)ccc1=O | -1.7 | 110.0 | -0.8 | -6.6 | 2.5 | 13.0 | -13.4 | 0.8 | -7.6
Nc1ccnn1Cc1ccncc1 | -0.6 | 95.0 | -0.3 | 9.0 | -21.1 | -3.0 | -5.0 | -8.6 | -6.8
COC(=O)c1cccc(NC2CC(=O)N(c3ccc(OC)c(OC)c3)C2=O)c1 (stereo not drawn) | -0.5 | 98.0 | 0.1 | -4.7 | 1.8 | 0.0 | -9.5 | -9.6 | 0.6
C=CCOC(=O)C1=C[C@H](C2CCCCC2)[C@@H](CCCO)[C@H](OCC)O1 | 0.3 | 92.0 | 0.4 | 7.2 | -10.9 | -6.0 | -0.5 | -6.9 | -1.6
Nc1nc(NCCOCCO)nc(NCC2CCCO2)c1[N+](=O)[O-] (stereo not drawn) | -0.4 | 99.0 | 0.5 | -7.1 | 2.7 | -7.0 | -7.6 | 1.4 | -1.3
COc1ccc(-c2cc(C(F)(F)F)nc(N3CCOCC3)n2)cc1OC | -1.8 | 67.0 | -1.5 | 28.4 | -3.4 | -16.0 | -15.1 | -9.2 | 3.1
CC(=O)NC(CC(=O)c1ccc([N+](=O)[O-])cc1)C(Cl)(Cl)Cl (stereo not drawn) | 1.3 | 106.0 | 1.5 | 14.3 | 1.1 | 1.0 | -3.8 | -2.7 | -2.1

Record cards, as listed above. Screens in order: OXTR agonist	MEKK2wt PB1 HTS	V1aR counter	NALP1 inh	M18AAP inhibitor	MEKK2 mut-MEK5	GPR7 antag	OXTR potentiate	GalR3 antagonist
`O=C(CCCc1nc2ccccc2s1)N1CCN(S(=O)(=O)c2cccs2)CC1` in the list: 9.8	103.0	7.3	-10.1	-18.2	5.0	-13.2	-8.0	-4.9
`CC1(C)CC(=O)C(C2=NC(C)(C)Cc3ccccc32)=C(O)C1` in the list: 1.1	106.0	0.5	-8.2	-2.8	6.0	-6.1	-3.5	-1.4

Continuation.
SMILES | OXTR agonist | MEKK2wt PB1 HTS | V1aR counter | NALP1 inh | M18AAP inhibitor | MEKK2 mut-MEK5 | GPR7 antag | OXTR potentiate | GalR3 antagonist
COc1cccc(OC)c1OCCNCC1COc2ccccc2O1 (stereo not drawn) | 2.5 | 112.0 | 2.8 | / | / | 5.0 | / | -4.7 | /
CCCc1nnc(SCC(=O)N2CCCC2)n1CC1CCCO1 (stereo not drawn) | 1.4 | 110.0 | 0.3 | 16.8 | -0.8 | 2.0 | -12.2 | -6.6 | -0.7
COc1cc(CN(C)Cc2nc3cc(C(F)(F)F)ccc3c(=O)[nH]2)ccc1OC(F)F | -0.8 | 89.0 | -1.0 | 3.8 | -4.8 | -9.0 | -8.0 | -0.7 | 6.0
CCOC(=O)C1=C(CN2CCN(C(=O)OCC)CC2)NC(=O)NC1c1ccc2c(c1)OCO2 (stereo not drawn) | -0.5 | 99.0 | -1.3 | 14.2 | -4.8 | -6.0 | -0.1 | -13.8 | -2.6
CC(=O)c1ccc(S(=O)(=O)Nc2ccc(C(=O)N(C)CC(=O)Nc3cccc(C)c3C)cc2)cc1 | -0.3 | / | 0.6 | / | / | / | / | -1.3 | -1.3
COc1ccccc1C(=O)N/C(=C\c1ccc(Br)cc1)C(=O)N1CCCC1 | -2.5 | 94.0 | -0.3 | -4.8 | -3.8 | -3.0 | -5.7 | -2.7 | -2.6
CCN1C(=O)C(O)(CC(=O)c2ccc3c(c2)OCCO3)c2ccccc21 (stereo not drawn) | 1.7 | 107.0 | 1.5 | 12.9 | -1.8 | 3.0 | -5.6 | -1.2 | 0.8
O=C(O)c1ccc2c(c1)SC1=NS(=O)(=O)CCN12 | 2.1 | 92.0 | 0.0 | 14.8 | -4.8 | -6.0 | 3.9 | 7.0 | 3.2
O=C1CN(CC(=O)Nc2ccc(SC(F)F)cc2)CCN1 | -0.3 | 94.0 | 0.5 | 22.3 | -6.4 | -1.0 | 4.8 | -7.3 | -4.7
COc1ccc(C2(C(=O)Nc3ccc(C)c(C)c3)CCOCC2)cc1 | -1.8 | 108.0 | -0.1 | 7.7 | -5.0 | -1.0 | -6.8 | -0.2 | -4.6
C=CCOc1ccc(CNC(C)(C)CO)cc1OC | 1.2 | / | 0.5 | 17.3 | 0.7 | / | -8.1 | 1.6 | -4.1
S=C(c1ccc(N2CCCC2)cc1)N1CCCCC1 | -2.9 | 96.0 | -1.1 | 15.0 | 3.8 | -2.0 | -21.5 | -11.1 | -4.3
c1ccc(CCN=C2CCCc3c2[nH]c2ccccc32)cc1 | -2.1 | ? | 0.1 | 22.7 | -12.3 | -41.0 | 16.9 | -8.0 | -4.2
COc1ccc(S(=O)(=O)N2CCOCC2)cc1NC(=O)COC(=O)C1CC1C (stereo not drawn) | -0.3 | / | 0.0 | / | / | / | / | -4.0 | -1.3
O=C1Nc2cc(Cl)c(Cl)cc2N(O)N1c1ccc(Cl)cc1 | 0.5 | 94.0 | -0.6 | 20.2 | -8.9 | 0.0 | 13.4 | 1.4 | -2.1
COc1ccc(C(CCN2CCCC(C)C2)c2c(OC)cc(OC)c3c(C)cc(=O)oc23)cc1 (stereo not drawn) | 5.9 | 138.0* | 3.7 | 11.4 | / | 7.0 | / | -5.7 | -3.5
Cc1ccc(S(=O)(=O)Nc2ccccc2F)cc1C(=O)N1CCN(c2ccccc2O)CC1 | 4.3 | / | 4.8 | / | / | / | / | -8.3 | -1.2
N#CC(C#N)=C1C=CC=CN1/C(=C\c1ccco1)C(=O)c1ccc(Br)cc1 | 0.8 | 106.0 | 2.3 | 5.1 | -23.7 | 1.0 | 8.4 | -0.3 | 6.7
Cc1ccnc(NC(=O)c2ccc(Cl)cc2Cl)n1 | 0.8 | 86.0 | 0.1 | 25.2 | -4.0 | -5.0 | -1.8 | -5.2 | -1.5
CCOc1ccc(-c2csc(NC(=O)c3ccco3)n2)cc1 | -1.5 | 99.0 | 1.1 | 12.1 | 5.1 | 0.0 | -0.8 | -9.3 | -11.5
O=C(NC(NC1CCS(=O)(=O)C1)C(=O)c1ccccc1)c1ccc(Cl)cc1 (stereo not drawn) | -0.8 | 97.0 | -0.2 | 22.5 | -1.2 | -3.0 | -0.2 | 4.2 | -1.4
Cc1c(/C=C(\CC(=O)O)c2nc3ccccc3s2)cc(C#N)n1C | 0.7 | 98.0 | 0.9 | 8.9 | 5.4 | -4.0 | -10.9 | 1.8 | 7.8
c1ccc(CSc2nnc(-c3cccs3)o2)cc1 | -1.6 | 94.0 | -0.8 | 25.4 | 2.9 | -7.0 | 11.0 | -2.9 | -5.8
